Screens from PubChem BioAssay.
PfGluPho inh = PfG6PD (Plasmodium falciparum) enzyme inhibition; PfGluPho enzyme, NADPH resazurin-diaphorase fluorescence; hit rate 0.78% among 350,000; AID 504690; inhibition, % at 20 µM;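 active = inhibition reaching at least a set limit at 20 µM in the primary screen, cut at about 59% in these data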;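 also: 0% = DMSO wells with substrate and 100% = DMSO wells lacking glucose-6-phosphate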
hIAP act = human IAP activation; hit rate 0.16% among 330,000; purified human IAP, CDP-Star luminescence, 30 min; active compounds read high; 1 = vehicle-only enzyme, 0 = enzyme-free background; activation factor at 10 µM; AID 2524; P09923;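 active = activation factor of the enzyme at least 2-fold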; also: the source names both 10 and 20 µM as test concentration; values of inactives mirror those of a sister screen read the other way
ATG4B inhibitor = ATG4B (human) cysteine protease inhibition; ATG4B cleavage of LC3-PLA2, NBD-HPC fluorescence, 1 h; inhibition, % at 8.33 µM; Q9Y4P1; hit rate 0.51% among 340,000; in the data active = inhibition above about 40%
mIAP block = mouse IAP inhibition. hit rate 0.2% among 330,000. purified mouse IAP, CDP-Star luminescence, 30 min. inhibition, % at 10 µM;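 active = inhibition of at least 40% at 10 µM in the primary screen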;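 also: plate controls were DMSO with enzyme for no effect and no enzyme wells for full effect; values of inactives mirror those of a sister screen read the other way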
HKDC1 inh = blocks human hexokinase HKDC1 activity. Q2TB90. recombinant HKDC1, G6PDH/diaphorase resazurin coupled fluorescence. inhibition, % at 20 µM. hit rate 0.16% among 340,000;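 active = inhibition above about 35% when tested at 20 µM, limit read from the data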;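 also: plate controls were DMSO wells with enzyme for no effect and DMSO wells lacking enzyme for full effect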
Target sequence (Q2TB90 whole entry, looked up): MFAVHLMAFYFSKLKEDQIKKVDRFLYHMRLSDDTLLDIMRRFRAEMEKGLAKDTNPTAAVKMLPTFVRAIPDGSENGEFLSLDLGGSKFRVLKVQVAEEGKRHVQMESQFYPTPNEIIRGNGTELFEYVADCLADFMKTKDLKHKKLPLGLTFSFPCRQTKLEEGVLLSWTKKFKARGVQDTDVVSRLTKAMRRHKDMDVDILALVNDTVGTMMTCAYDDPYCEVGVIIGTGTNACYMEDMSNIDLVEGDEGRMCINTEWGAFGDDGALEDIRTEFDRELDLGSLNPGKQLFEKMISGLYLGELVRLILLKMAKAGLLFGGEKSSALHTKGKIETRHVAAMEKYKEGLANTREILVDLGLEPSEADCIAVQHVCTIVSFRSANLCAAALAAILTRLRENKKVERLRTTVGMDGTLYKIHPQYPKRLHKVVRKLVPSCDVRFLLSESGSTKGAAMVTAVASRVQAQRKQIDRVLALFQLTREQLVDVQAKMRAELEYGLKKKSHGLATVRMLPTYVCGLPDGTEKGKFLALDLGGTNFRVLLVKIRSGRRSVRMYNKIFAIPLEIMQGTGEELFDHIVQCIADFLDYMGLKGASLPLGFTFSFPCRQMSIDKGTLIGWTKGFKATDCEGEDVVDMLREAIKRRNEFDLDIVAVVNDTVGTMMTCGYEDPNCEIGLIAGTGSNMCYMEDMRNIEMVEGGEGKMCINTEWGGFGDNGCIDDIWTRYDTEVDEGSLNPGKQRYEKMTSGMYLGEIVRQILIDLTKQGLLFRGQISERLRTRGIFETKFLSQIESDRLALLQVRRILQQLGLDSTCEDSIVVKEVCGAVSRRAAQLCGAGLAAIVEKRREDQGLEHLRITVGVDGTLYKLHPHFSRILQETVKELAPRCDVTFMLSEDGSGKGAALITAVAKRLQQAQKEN
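Test system: Recombinant HKDC1 (HK5) hexokinase enzyme, produced in-house | Input: HKDC1 at 5 µg/mL | Buffer or medium: Tris pH 8.0 buffer with MgCl2, Tween-20, BSA, BME | Schedule: 90 min reaction incubation at room temperature, dark | Technique: Resazurin-to-resorufin fluorescence via G6PDH and diaphorase coupling, 525/613 nm | Controls: DMSO wells with and without enzyme mix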
A3A deaminase = inhibitors of human APOBEC3A DNA deaminase; P31941; recombinant A3A, FAM/TAMRA ssDNA deamination fluorescence; inhibition, % at 20 µM; hit rate 0.41% among 330,000;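 active = at least 40% inhibition at 20 µM here, with at most 30% in a related deaminase screen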;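 also: plate controls were A3A with DMSO for no effect and wells lacking A3A enzyme for full effect; some results filed as inactive read as strong as hits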
Target sequence (P31941 whole entry, looked up): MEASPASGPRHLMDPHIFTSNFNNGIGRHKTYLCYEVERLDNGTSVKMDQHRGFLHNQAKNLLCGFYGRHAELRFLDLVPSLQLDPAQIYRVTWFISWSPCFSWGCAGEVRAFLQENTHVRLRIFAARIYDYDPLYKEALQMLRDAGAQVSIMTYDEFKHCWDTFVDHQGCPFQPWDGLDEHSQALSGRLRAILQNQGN
mIAP act = mouse IAP activation; hit rate 0.24% among 330,000; activation factor at 10 µM; muIAP, CDP-Star luminescence, 30 min; active compounds read high; 1 = vehicle-only enzyme signal, 0 = enzyme-free wells;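 active = activation factor of at least 2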; also: the source names both 10 and 20 µM as test concentration; values of inactives mirror those of a sister screen read the other way
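Assay system: mouse IAP enzyme / Compound: DMSO-dissolved test compounds / Timing: 30 min, room temperature / Measured by: luminescence from enzymatic CDP-Star hydrolysis / Control set: DMSO-only wells, enzyme-free buffer wells as negative control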
hIAP inh = human IAP inhibition | inhibition, % at 10 µM | hit rate 0.12% among 330,000 | purified IAP, CDP-Star luminescence, 30 min | AID 2544;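 active = inhibition reaching a set limit with compound at 10 µM in the primary screen, cut at about 35% in these data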;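 also: plate controls were DMSO wells with enzyme for no effect and no-enzyme buffer wells for full effect; values of inactives mirror those of a sister screen read the other way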
An asterisk follows results filed as active; x = not tested or not shown.

SMILES	PfGluPho inh	hIAP act	ATG4B inhibitor	mIAP block	HKDC1 inh	A3A deaminase	mIAP act	hIAP inh
Cc1cc(OCCCC(=O)Nc2nnc(C3CC3)s2)ccc1Cl	-10	0.82	8	0	0	-2	1	18
O=C(OCC(=O)N1CCN(S(=O)(=O)c2ccc(Cl)cc2)CC1)C1CC1	-1	0.98	-15	-1	-1	-1	1	2
COC(=O)c1ccc(-c2nc3ccccc3[nH]2)cc1	18	1.1	-4	8	10	2	0.92	-7
O=C(Nc1ccc2ccccc2c1)c1ccc(Cl)cc1	0	1	3	2	-2	0	0.98	-1
Cc1cc(C)n(C(=O)c2ccc(S(=O)(=O)N3CCOCC3)cc2)n1	-6	1.1	-4	2	-14	7	0.98	-9
Nc1nc2ccccc2n1/N=C/c1ccc(-c2ccccc2)o1	80*	1.1	6	16	4	2	0.84	-6
CCOc1ccc(NS(=O)(=O)c2ccc(NC(=O)c3ccccc3C(=O)O)cc2)cc1	-24	1	-4	4	-3	1	0.96	-1
Cc1csc(SCC(=O)Nc2cc(S(=O)(=O)N3CCOCC3)ccc2N2CCOCC2)n1	-6	1.1	7	4	22	2	0.96	-5
Cc1ccc(NC(=O)C2CCCN2C(=O)NC2CCCCC2)cc1 (stereo not given)	0	1.1	0	4	7	0	0.96	-10
O=c1[nH]c(CN2CCc3ccccc32)nc2scc(-c3cccs3)c12	0	0.97	7	22	10	2	0.78	3
COc1ccc(-n2c(Cc3cccn3C)nnc2SCC(=O)Nc2cc(C)cc(C)c2)cc1	-3	1.1	21	4	0	-3	0.95	-12
O=c1[nH]c(CN(CCc2ccccc2)S(=O)(=O)c2ccc(Cl)cc2)nc2ccccc12	1	1	-13	10	-10	-2	0.9	-2
Fc1ccccc1N1CC(c2ccccc2)C(c2cccs2)=N1 (stereo not given)	3	1.1	-1	-119	3	-3	2.2*	-10
COC(=O)[C@@H]1C[C@H]2CC[C@H](O)C[C@H]2N1Cc1ccc(-c2ccccc2)cc1	7	0.89	-2	-4	0	2	1	11
O=C(c1ccc(CS(=O)Cc2ccc(Cl)cc2)o1)N1CCN(c2ccccc2F)CC1 (stereo not given)	-18	0.87	-1	1	-5	1	0.99	13
O=C(CN1C(=O)CCC1=O)Nc1nc(-c2nc3ccccc3s2)cs1	-25	1	-13	-12	1	2	1.1	0
COC(=O)NNC(=O)c1ccc(C)c(Br)c1	-8	1.1	5	-2	5	-1	1	-7
COc1cc(N2CCOCC2)ncn1	4	0.97	-12	-2	-8	-4	1	2
CC(=O)c1ccc(Nc2nc(N3CCOCC3)nc(N3CCOCC3)n2)cc1	4	1.2	-3	-5	-4	-4	1.1	-16
CN(CC(=O)Nc1ccccc1C(F)(F)F)C(=O)c1cc(-c2cccs2)nn1-c1ccccc1	13	0.93	14	7	-1	1	0.93	7
CC1CCc2nc(NC(=O)c3ccc(S(=O)(=O)N4CCCc5ccccc54)cc3)sc2C1 (stereo not given)	7	1.2	10	5	-4	-3	0.95	-22
CCOC(CNC(=O)c1cc2c(=O)n(CC)c3ccccc3c2s1)OCC	4	0.92	-5	3	5	-4	0.97	8
CCc1nn(CC(=O)Nc2cc(C)ccc2C)c(=N)s1	5	1.1	0	0	-8	-1	1	-6
CCc1cccc(NS(=O)(=O)c2ccc3c(c2)NC(=O)CO3)c1	0	1.1	-6	3	3	0	0.97	-7
COc1ccc(OC)c(C2=CC(=O)C[C@H](c3ccc4c(c3)OCO4)C2)c1	12	0.99	0	-3	-1	-3	1	0
O=C1CN(C(=O)COC(=O)c2c(F)cccc2Cl)c2ccccc2N1	3	0.92	-7	1	2	2	0.99	8
COc1cc(/C=N/NC(=O)c2ccc3c(c2)OCCO3)cc(Br)c1O	15	1.1	-6	-5	1	-1	1	-14
O=C(Nc1ccccc1)C1CCN(C(=O)c2ccc([N+](=O)[O-])cc2)CC1	-2	1.1	1	3	-3	-2	0.97	-8
COc1ccc(CCNC(=O)COC(=O)C2CCCCC2)cc1	21	0.93	-4	-1	9	-4	1	8
Nc1c(C(=O)OCC(=O)Nc2ccccc2Br)[nH]c(=O)[nH]c1=O	15	0.99	-2	6	-4	-3	0.94	1
Cc1ncc(CO)c2cc(C(=O)Nc3ccccc3Cl)c(=Nc3cccc(C(N)=O)c3)oc12	11	0.91	-5	15	4	-4	0.85	9
Cc1nn(C)cc1NC(=O)c1ccc(Br)o1	-9	0.98	1	-4	-8	-2	1	2
Cc1ccc(C)c(CN2CCCN(C(=O)Cn3ncc4c3-c3ccccc3OC4)C2)c1	9	0.9	-10	0	-4	0	1	10
CCN(CC)C(=O)Cn1cc(SCC(=O)Nc2cc(C)on2)c2ccccc21	-14	1	-7	-2	2	-3	1	-1
COC(=O)C(C)Sc1nc2c(c(-c3ccc(OC)cc3)c1C#N)-c1ccccc1C2=O (stereo not given)	-7	1.1	-2	8	-6	0	0.92	-12
CC(CCc1ccccc1)NC(=O)c1ccc(NC(=O)c2ccc(Cl)cc2Cl)cc1 (stereo not given)	6	0.97	6	9	-12	1	0.91	3
[O-]/C(=C(\C(=S)Nc1ccc(Cl)cc1)[n+]1ccccc1)c1ccc(OC(F)F)cc1	20	1	2	24	-10	0	0.76	-1
Cc1ccc(C2=NN(CC(=O)NCc3cccs3)C(=O)CC2)cc1	-7	1	0	-11	7	1	1.1	-2
COc1ccccc1CC(=O)Nc1c[nH]c(=O)[nH]c1=O	-7	0.93	-4	12	-7	-1	0.89	7
Oc1ccc(-n2cnnn2)cc1	-14	0.92	6	-4	6	-3	1	8
COc1ccc(OCCC(=O)OCC(=O)Nc2ccc(S(=O)(=O)N3CCOCC3)cc2)cc1	-10	1.1	6	-7	-4	1	1.1	-10
O=C([O-])c1cc(-c2ccccc2)cc(-c2ccccc2)[n+]1Cc1ccccc1	x	1	x	2	x	0	0.98	-3
COC(=O)c1cc(S(=O)(=O)NCCc2ccccc2)c[nH]1	-1	0.94	-11	1	-3	1	0.99	6
CC(C)c1cc2c(c(O)c1O)[C@@]13CCCC(C)(C)C1CC2OC3=O (stereo not given in full)	67*	1.1	-3	14	9	0	0.85	-8
Cc1c(C(=O)NCCSCc2ccccc2)cccc1[N+](=O)[O-]	-13	0.98	0	5	-4	2	0.95	2
COc1ccc2cc3cc(C(=O)NCCCN4CCOCC4)oc3nc2c1	-9	0.97	0	-2	0	-9	1	3
COCCNC(=S)N/N=C(\C)c1cc2ccccc2o1	-2	1.1	28	8	-8	2	0.92	-12
Cc1ccc(S(=O)(=O)N2CCN(C(=O)c3ccc(N4CCCC4)c([N+](=O)[O-])c3)CC2)cc1	-9	1	4	8	-1	0	0.92	-3
CS(=O)(=O)N1CCCC(C(=O)NCCCN2CCc3ccccc3C2)C1 (stereo not given)	-6	1.5	-3	-8	-8	1	1.1	-49
COCCN(C(=O)c1ccco1)c1nnc(-c2ccc(F)cc2)s1	4	1	-2	-11	-7	-9	1.1	-4
Clc1ccc(N2CCN(/N=C/c3ccncc3)CC2)cc1	-12	1.1	2	5	-2	-7	0.95	-14
O=C(O)C(Cc1ccccc1)n1c(=S)[nH]c2ccccc2c1=O (stereo not given)	-6	0.95	5	7	1	3	0.93	5
COc1ccc(OCC(=O)Nc2cccc(-c3nc4ccccc4o3)c2)cc1	10	0.96	-8	-6	-10	-1	1.1	4
CCOc1cc(CO)c(Br)cc1OCC(=O)O	-5	1	-1	4	14	1	0.96	-4
CC(OC(=O)c1ccc(Cl)nc1)C(=O)NC1CCCC1 (stereo not given)	-18	0.89	0	-13	-1	-3	1.1	11
CCOc1ccccc1OCC(=O)Nc1cccc(S(=O)(=O)N2CCCCCC2)c1	0	1.1	11	-12	1	-4	1.1	-14
O=c1cc(-c2ccc(O)cc2)oc2c(C3O[C@H](CO)[C@@H](O)[C@H](O)[C@H]3O)c(O)cc(O)c12 (stereo not given in full)	-13	1.1	-8	4	4	0	0.96	-11
COc1cccc(/C=N/NC(=O)c2ccc(N3CCCC3=O)cc2)c1	2	0.92	-10	-8	-7	1	1.1	8
COC(=O)c1cc(NC(=O)Cc2ccccc2[N+](=O)[O-])ccc1Cl	11	1.2	-6	2	0	-2	0.98	-17
Cn1nnnc1SCC(=O)Nc1nc2c(s1)CCCC2	2	1.4	-7	-2	-6	-2	1	-39
Remaining list, next part.
SMILES	PfGluPho inh	hIAP act	ATG4B inhibitor	mIAP block	HKDC1 inh	A3A deaminase	mIAP act	hIAP inh
COc1ccc(CN2C(=O)c3cccnc3C2=O)cc1S(=O)(=O)NC1CCCCC1C (stereo not given)	6	1.1	-8	-11	0	-2	1.1	-7
Cc1ccc(S(=O)(=O)N2CCC(C(=O)OCCOc3cccc(C)c3)CC2)cc1	12	0.96	-10	10	1	0	0.9	4
CCCCCOc1ccc(NC(=O)CCCC(=O)O)cc1	-11	1.1	0	-2	0	2	1	-5
CCOC(=O)[C@H]1[C@H]2COc3ccc(OC)cc3[C@@H]2N2C(=O)c3cc(OC)c(OC)cc3NC(=O)[C@@]12C	7	1	-9	-4	1	-2	1	-1
CCCCN(C)CCCNC(=O)CS(=O)Cc1nc(-c2ccc(OC)c(OC)c2)oc1C (stereo not given)	-10	0.96	-5	3	-6	2	0.97	4
CSCCC(NC(=O)C1CCCC1)c1nnc2ccccn12 (stereo not given)	4	1.1	-6	5	1	-4	0.95	-7
CC(=O)c1cccc(NC(=O)c2cc(Cl)sc2Cl)c1	21	1.1	4	-13	-10	-9	1.1	-7
CCOC(=O)C1=NN(c2ccccc2)C2=NC(C)=C(C(=O)OC)C(c3ccc(C)cc3)N12 (stereo not given)	14	1.1	-8	5	0	-1	0.95	-5
CCOC(=O)N1CCN(S(=O)(=O)N2CCCC(C(=O)NCCc3ccc(OC)c(OC)c3)C2)CC1 (stereo not given)	-5	1.2	-5	-3	-5	-3	1	-24
O=[N+]([O-])c1cccnc1N/N=C/c1ccccc1O	-2	1.2	1	6	-1	-2	0.94	-22
FC(F)(F)c1n[nH]c(=S)n1/N=C/c1ccco1	20	0.98	-3	2	12	-2	0.98	2
O=C(CNC(=O)c1cccs1)NCC(=O)OCc1ccc(Cl)cc1Cl	-24	1.1	-5	-7	0	0	1.1	-11
CCCc1cc(=O)[nH]c(SCC(=O)NC2CC2)n1	-10	1.1	-2	1	0	2	0.99	-8
O=C(CSc1nnc(-c2ccccc2)o1)N1CCOCC1	-10	0.99	3	5	-4	2	0.95	1
Cc1ccc(NC(=O)c2cc(Cl)ccc2[N+](=O)[O-])cc1C	24	0.94	-5	2	-1	6	0.98	6
COc1ccc(/C=C/C(=O)NC(=S)N2CCN(C)CC2)cc1	-7	0.96	-1	-1	-11	2	1	4
Cc1oncc1C(=O)Nc1cccc2ccccc12	8	0.96	5	1	6	0	0.99	4
Cn1c(=O)c(N)c2c3c(c(Br)ccc31)C(=O)c1ccccc1-2	-57	1.1	-12	8	12	-27	0.92	-5
Cc1cccc2cc(COC(=O)C3CCCCC3)c(=O)[nH]c12	-16	0.87	-9	9	-4	-17	0.91	13

Random excerpt: 5 records from the list, in no set order.
SMILES	PfGluPho inh	hIAP act	ATG4B inhibitor	mIAP block	HKDC1 inh	A3A deaminase	mIAP act	hIAP inh
FC(F)(F)c1n[nH]c(=S)n1/N=C/c1ccco1	20	0.98	-3	2	12	-2	0.98	2
CCOC(=O)C1=NN(c2ccccc2)C2=NC(C)=C(C(=O)OC)C(c3ccc(C)cc3)N12 (stereo not given)	14	1.1	-8	5	0	-1	0.95	-5
CCCCN(C)CCCNC(=O)CS(=O)Cc1nc(-c2ccc(OC)c(OC)c2)oc1C (stereo not given)	-10	0.96	-5	3	-6	2	0.97	4
Cn1c(=O)c(N)c2c3c(c(Br)ccc31)C(=O)c1ccccc1-2	-57	1.1	-12	8	12	-27	0.92	-5
O=C(CSc1nnc(-c2ccccc2)o1)N1CCOCC1	-10	0.99	3	5	-4	2	0.95	1

Outcome played no part in choosing rows, and some 2.4% of all compounds hit somewhere here.
